Screening results: PubChem, several laboratories
TbHK1 inh: T. brucei hexokinase 1 inhibition. recombinant TbHK1, G6PDH-coupled NADH A340. inhibition, % at 10 µM. actives 0.11% (n = 220,000). AID 1430;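 active = inhibition of 50% or more in the single-dose primary screen; inactive = inhibition below 50%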
p97 ATPase inh: human p97 ATPase inhibition; P55072; recombinant p97 ATPase, Kinase-Glo ATP luminescence, 3 h; inhibition, % at 8 µM; actives 0.42% (n = 220,000); AID 1481; in the data active = inhibition above about 15%;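 note: 0% = DMSO vehicle and 100% = wells lacking enzyme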
EP2 antag: EP2 receptor (human) inhibition | C6 glioma cells expressing human EP2, cAMP TR-FRET; cells stimulated with saturating PGE2 | inhibition, % at 25 µM | actives 0.52% (n = 260,000) | P43116;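 active = percent inhibition above 40 after rounding to a whole number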;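 note: rat C6 glioma host cells with rolipram phosphodiesterase inhibitor present; the protocol text gives 20 µM as final concentration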
Target sequence (P43116 whole entry, looked up): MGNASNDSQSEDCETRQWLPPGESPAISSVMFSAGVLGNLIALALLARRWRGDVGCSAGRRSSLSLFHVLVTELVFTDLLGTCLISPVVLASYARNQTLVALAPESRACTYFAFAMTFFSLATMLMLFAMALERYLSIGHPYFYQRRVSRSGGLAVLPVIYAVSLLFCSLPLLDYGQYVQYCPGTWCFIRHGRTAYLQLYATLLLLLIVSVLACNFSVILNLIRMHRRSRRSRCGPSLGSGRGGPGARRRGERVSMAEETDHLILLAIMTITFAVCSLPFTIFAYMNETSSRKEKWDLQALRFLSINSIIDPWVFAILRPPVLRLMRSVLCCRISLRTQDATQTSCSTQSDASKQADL
BaF3 parental: counter-screen for JAK2V617F inhibitors: parental Ba/F3 viability inhibitors. CellTiter-Glo ATP luminescence. inhibition, % at 5.6 µM. actives 1.1% (n = 220,000);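 active = inhibition above a per-campaign cutoff, the mean inhibition of all tested compounds plus 3 SD, cut at about 27% in these data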;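 note: 0% = DMSO wells and 100% = JAK Inhibitor I control wells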
PPC-1+TRAIL kill: kills PPC-1 cancer cells in the presence of TRAIL; PPC-1 cells + TRAIL, ATPLite viability luminescence; cell killing (% activity), % at 4 µM; actives 0.41% (n = 220,000); AID 1443;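 active = cell killing above 50% in the first pass at 4 µM, then a duplicate retest at 5 µM averaging 50% or more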;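 note: plate controls were cells with TRAIL plus DMSO for no effect and medium-only wells lacking cells for full effect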
Ba/F3 V617F tox: loss of viability in JAK2V617F-driven Ba/F3 cells. Ba/F3 EpoR-JAK2V617F viability, ATP luminescence. inhibition, % at 5.6 µM. actives 1.1% (n = 220,000). AID 1446;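 active = inhibition above the campaign mean plus 3 SD over all tested compounds, cut at about 24% in these data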;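 note: cytokine-independent growth of Ba/F3 cells driven by EpoR plus mutant JAK2; 0% = DMSO-treated cells and 100% = JAK inhibitor I control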
RBBP9 inhibitor: human RBBP9 hydrolase inhibition; recombinant RBBP9, FP-Rh probe fluorescence polarization; inhibition, % at 7.94 µM; actives 0.2% (n = 220,000);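 active = inhibition above the campaign mean of all tested compounds plus 3 SD, cut at about 14% in these data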;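 note: plate controls were DMSO wells with RBBP9 for no effect and wells lacking RBBP9 protein for full effect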
Target sequence (O75884 whole entry, looked up): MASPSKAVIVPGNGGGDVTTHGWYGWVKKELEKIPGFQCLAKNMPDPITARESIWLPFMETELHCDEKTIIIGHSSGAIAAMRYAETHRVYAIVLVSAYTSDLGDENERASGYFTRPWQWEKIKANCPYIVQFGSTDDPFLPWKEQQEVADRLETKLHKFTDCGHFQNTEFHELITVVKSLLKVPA
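Test system: recombinant human RBBP9; Timing: 30 min then 45 min, 25 °C; Detection: fluorescence polarization; Control set: RBBP9 with DMSO as uninhibited control, no-protein wells as full inhibition; Compound dosing: one concentration, 7.94 µM nominal, 0.794% DMSO; Probe or stimulus: FP-Rh activity-based probe, 375 nM before mixing.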
NCF1 inh: p47phox (human) inhibition; p47phox/p22phox peptide binding, fluorescence polarization, 2 h; inhibition, % at 24.7 µM; actives 0.53% (n = 220,000); P14598; AID 1274;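 active = inhibition above about 30%, limit read from the data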;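 note: 0% = p47phox with labelled peptide and 100% = labelled peptide alone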
Target sequence (P14598 whole entry, looked up): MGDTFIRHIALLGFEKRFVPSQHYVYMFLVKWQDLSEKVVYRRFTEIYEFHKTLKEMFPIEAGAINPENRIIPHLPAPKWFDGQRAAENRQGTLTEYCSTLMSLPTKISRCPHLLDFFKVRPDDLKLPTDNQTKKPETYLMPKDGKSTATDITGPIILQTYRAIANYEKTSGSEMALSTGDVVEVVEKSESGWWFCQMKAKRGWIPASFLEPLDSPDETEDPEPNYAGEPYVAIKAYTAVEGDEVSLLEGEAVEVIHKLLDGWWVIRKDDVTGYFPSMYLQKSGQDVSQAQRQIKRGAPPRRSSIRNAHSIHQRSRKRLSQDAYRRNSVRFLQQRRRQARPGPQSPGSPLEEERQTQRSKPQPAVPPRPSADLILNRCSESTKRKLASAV
Furin inhibitor: inhibitors of human furin. P09958. purified furin, fluorogenic substrate cleavage. inhibition, % at 30 µM. actives 0.061% (n = 220,000). AID 463115; in the data active = inhibition above about 25%; note: inactives centre near -15
An asterisk follows results filed as active; & = joins results of further samples; [ ] = dose if it differs, or a comment.

`COc1ccc(CNC(=O)CS(=O)Cc2nc(-c3ccc(C)cc3)oc2C)cc1` (stereo unspecified) gave TbHK1 inh -1.5, p97 ATPase inh -7.0, EP2 antag 10.3, BaF3 parental 6.1, PPC-1+TRAIL kill -15.7, Ba/F3 V617F tox 1.9, RBBP9 inhibitor -4.0, NCF1 inh -6.8 and Furin inhibitor -6.3.
`Cc1ccc2nc(-c3ccc(NC(=O)COC(=O)c4cncc(Br)c4)cc3)sc2c1` gave TbHK1 inh -13.3, p97 ATPase inh 8.2, EP2 antag 14.4, BaF3 parental 4.9, PPC-1+TRAIL kill 50.2*[5 µM], Ba/F3 V617F tox -0.7, RBBP9 inhibitor -7.4, NCF1 inh -36.9 and Furin inhibitor -15.7.
Screening Cc1ccc(C)c2[nH]c(=O)c(C(c3nnnn3C(C)(C)C)N3CC=C(c4ccc(F)cc4)CC3)cc12 (stereo unspecified) returned TbHK1 inh -16.1, p97 ATPase inh 4.8, EP2 antag 4.3, BaF3 parental 1.9, PPC-1+TRAIL kill -1.8, Ba/F3 V617F tox -1.9, RBBP9 inhibitor -4.5, NCF1 inh -21.7 and Furin inhibitor -23.2.
O=C(Nc1ccc2c(c1)oc1ccccc12)c1ccncc1 was read as TbHK1 inh -2.0, p97 ATPase inh 1.8, EP2 antag 3.3, BaF3 parental -0.4, PPC-1+TRAIL kill 5.4, Ba/F3 V617F tox -1.2, RBBP9 inhibitor -6.9, NCF1 inh -10.5 and Furin inhibitor -33.2.
`Cc1cc(NC(=O)CC#N)n(-c2ccccc2)n1` gave TbHK1 inh -10.4, p97 ATPase inh 0.4, EP2 antag 7.0, BaF3 parental 7.5, PPC-1+TRAIL kill 11.9, Ba/F3 V617F tox -0.2, RBBP9 inhibitor -3.9, NCF1 inh -3.0 and Furin inhibitor -12.5.
`O=C(Oc1ccccc1C(=S)N1CCCCC1)c1cc([N+](=O)[O-])cc([N+](=O)[O-])c1` gave TbHK1 inh -2.5, p97 ATPase inh 1.5, EP2 antag 14.8, BaF3 parental 3.2, PPC-1+TRAIL kill 16.0, Ba/F3 V617F tox -2.4, RBBP9 inhibitor 1.8, NCF1 inh -7.8 and Furin inhibitor -17.6[20 µM].
COc1ccc(C(=O)CSc2nnc3n2CCCN3C(=O)Nc2ccccc2)cc1 was read as TbHK1 inh -16.4, p97 ATPase inh 3.8, EP2 antag 2.2, BaF3 parental -2.9, PPC-1+TRAIL kill 3.8, Ba/F3 V617F tox -3.7, RBBP9 inhibitor -5.6, NCF1 inh 5.7 and Furin inhibitor -20.9.
Cc1ccccc1Nc1nc(N)nc(CSc2nnc(-c3ccccc3)n2C)n1 was read as TbHK1 inh -2.1, p97 ATPase inh -1.8, BaF3 parental 6.2, PPC-1+TRAIL kill 9.9, Ba/F3 V617F tox 4.7, RBBP9 inhibitor -8.4, NCF1 inh -8.0 and Furin inhibitor -16.4[20 µM].
`Cc1[nH]c2ccccc2c1/C=N/NC(=O)CNC(=O)c1ccco1` gave TbHK1 inh -38.3, p97 ATPase inh 7.8, EP2 antag 2.5, BaF3 parental -0.3, PPC-1+TRAIL kill -21.9, Ba/F3 V617F tox -1.5, RBBP9 inhibitor 0.6, NCF1 inh 0.0 and Furin inhibitor -18.7.
`Cc1ccc(/C=N/OC(=O)c2c(C)noc2-c2snnc2C)cc1` gave TbHK1 inh -14.7, p97 ATPase inh -3.5, EP2 antag 10.1, BaF3 parental -4.5, PPC-1+TRAIL kill 3.2, Ba/F3 V617F tox -0.7, RBBP9 inhibitor 2.7, NCF1 inh -6.6 and Furin inhibitor -22.9.
`CCOC(=O)/C(=C/c1ccco1)NC(=O)c1ccc(Br)o1` gave TbHK1 inh -32.5, p97 ATPase inh 3.9, EP2 antag 4.8, BaF3 parental 4.5, PPC-1+TRAIL kill 19.3, Ba/F3 V617F tox 1.4, RBBP9 inhibitor 3.4, NCF1 inh -0.6 and Furin inhibitor -13.7.
Screening CCOC(=O)/C=C1\NC(=O)CS1 returned TbHK1 inh 1.3, p97 ATPase inh 3.8, EP2 antag 9.0, BaF3 parental 8.3, PPC-1+TRAIL kill 4.0, Ba/F3 V617F tox -1.9, RBBP9 inhibitor -4.1, NCF1 inh 3.1 and Furin inhibitor -24.4.
For COc1ccc(-c2csc(CCN3N=C(C)CC3=O)n2)cc1 the results were TbHK1 inh -2.1, p97 ATPase inh 3.7, EP2 antag 8.2, BaF3 parental 8.5, PPC-1+TRAIL kill -13.2, Ba/F3 V617F tox 4.2, RBBP9 inhibitor 0.5, NCF1 inh 8.6 and Furin inhibitor -13.4.
For CCCNS(=O)(=O)c1ccc(Oc2ncc(C(F)(F)F)cc2Cl)cc1 the results were TbHK1 inh 4.2, p97 ATPase inh -3.6, EP2 antag 13.8, BaF3 parental 8.5, PPC-1+TRAIL kill -7.6, Ba/F3 V617F tox -2.1, RBBP9 inhibitor 2.5, NCF1 inh -3.9 and Furin inhibitor -16.0[20 µM].
For CCc1nnc(NC(=O)c2ccc(COc3ccc(C)cc3)o2)s1 the results were TbHK1 inh -3.1, p97 ATPase inh 1.6, EP2 antag 4.9&4.8, BaF3 parental 3.0, PPC-1+TRAIL kill 5.1, Ba/F3 V617F tox -3.2, RBBP9 inhibitor -1.2, NCF1 inh -14.2 and Furin inhibitor -21.1[20 µM].
Screening N#CC(c1ccccc1)N(CCCCl)C(=O)c1ccc(Br)cc1 (stereo unspecified) returned TbHK1 inh -2.8, p97 ATPase inh 2.6, EP2 antag 18.5, BaF3 parental 6.1, PPC-1+TRAIL kill 20.3, Ba/F3 V617F tox 0.5, RBBP9 inhibitor 0.4, NCF1 inh -16.1 and Furin inhibitor -17.7.
Screening CNC(=O)CN(c1ccc(OC)cc1)S(=O)(=O)c1ccc(F)cc1 returned TbHK1 inh -3.0, p97 ATPase inh 5.7, EP2 antag 3.2, BaF3 parental 0.8, PPC-1+TRAIL kill 13.6, Ba/F3 V617F tox -6.2, RBBP9 inhibitor -4.2, NCF1 inh -10.4 and Furin inhibitor -18.1[20 µM].
For C=CCN1N=C(/C=C/c2ccc(C)cc2)CCC1=O the results were TbHK1 inh -31.3, p97 ATPase inh 2.7, EP2 antag 1.9, BaF3 parental 2.8, PPC-1+TRAIL kill 21.7, Ba/F3 V617F tox -3.9, RBBP9 inhibitor -3.1, NCF1 inh -2.6 and Furin inhibitor -5.9.
Screening O=c1[nH]c(CN2CCOCC2)nc2ccccc12 returned TbHK1 inh 2.5, p97 ATPase inh 6.3, EP2 antag 4.2, BaF3 parental 5.9, PPC-1+TRAIL kill 2.7, Ba/F3 V617F tox -0.4, RBBP9 inhibitor 2.9, NCF1 inh -6.2 and Furin inhibitor -28.1.
For CC(C)(C)NC(=O)NC(=O)COC(=O)c1ccc(OC(F)F)cc1 the results were TbHK1 inh 33.9, p97 ATPase inh 0.2, EP2 antag 3.9, BaF3 parental 0.7, PPC-1+TRAIL kill 3.2, Ba/F3 V617F tox -2.1, RBBP9 inhibitor -1.6, NCF1 inh -3.7 and Furin inhibitor -4.8.

2 records picked at random from those above, as already listed:
Screening CNC(=O)CN(c1ccc(OC)cc1)S(=O)(=O)c1ccc(F)cc1 returned TbHK1 inh -3.0, p97 ATPase inh 5.7, EP2 antag 3.2, BaF3 parental 0.8, PPC-1+TRAIL kill 13.6, Ba/F3 V617F tox -6.2, RBBP9 inhibitor -4.2, NCF1 inh -10.4 and Furin inhibitor -18.1[20 µM].
For COc1ccc(-c2csc(CCN3N=C(C)CC3=O)n2)cc1 the results were TbHK1 inh -2.1, p97 ATPase inh 3.7, EP2 antag 8.2, BaF3 parental 8.5, PPC-1+TRAIL kill -13.2, Ba/F3 V617F tox 4.2, RBBP9 inhibitor 0.5, NCF1 inh 8.6 and Furin inhibitor -13.4.

Following part:
For COC(=O)c1sccc1NC(=S)N1CCCC(C)C1 (stereo unspecified) the results were TbHK1 inh -11.3, p97 ATPase inh 3.6, EP2 antag 5.0, BaF3 parental 5.2, PPC-1+TRAIL kill -2.2, Ba/F3 V617F tox -1.3, RBBP9 inhibitor -3.9, NCF1 inh -5.6 and Furin inhibitor -16.8[20 µM].
COC(=O)C1=C(C)NC(=O)/C1=C\c1cc(C)n(-c2c(C)cccc2C)c1C was read as TbHK1 inh -25.0, p97 ATPase inh 2.5, BaF3 parental 0.9, PPC-1+TRAIL kill 13.7, Ba/F3 V617F tox -5.5, RBBP9 inhibitor -0.3, NCF1 inh -28.5 and Furin inhibitor -15.0[20 µM].
For CC(=O)c1c(C)nc(-c2ccccc2)nc1N the results were TbHK1 inh -8.0, p97 ATPase inh 6.5, EP2 antag 12.0, BaF3 parental 3.7, PPC-1+TRAIL kill 13.7, Ba/F3 V617F tox -3.0, RBBP9 inhibitor 0.8, NCF1 inh -3.5 and Furin inhibitor -28.3.
Screening COc1cc(C2OC(=O)c3ccccc3S2)cc(OC)c1OC (stereo unspecified) returned TbHK1 inh -6.6, p97 ATPase inh 9.1, EP2 antag 15.2, BaF3 parental -0.1, PPC-1+TRAIL kill 16.3, Ba/F3 V617F tox -5.1, RBBP9 inhibitor 6.5, NCF1 inh -5.7 and Furin inhibitor -18.3.
Screening CCOc1cc(NC2CS(=O)(=O)CC2O)c(OCC)cc1NC(=O)c1ccccc1 (stereo unspecified) returned TbHK1 inh -13.9, p97 ATPase inh -1.1, EP2 antag 16.9, BaF3 parental 1.8, PPC-1+TRAIL kill 12.9, Ba/F3 V617F tox -1.3, RBBP9 inhibitor 0.0, NCF1 inh -18.2 and Furin inhibitor -13.6.
For Cc1cc(NC(=O)C2C3C(=O)N(Cc4ccc(Cl)cc4)C(C(=O)NCc4ccccc4)C34C=CC2(C)O4)no1 (stereo unspecified) the results were TbHK1 inh 0.8, p97 ATPase inh 4.3, EP2 antag 16.3, BaF3 parental 4.8, PPC-1+TRAIL kill 11.9, Ba/F3 V617F tox 0.2, RBBP9 inhibitor -0.5, NCF1 inh 3.4 and Furin inhibitor -13.3[20 µM].
`CC1=C(C(=O)Nc2ccccn2)C(c2ccc(F)cc2)n2ncnc2N1` (stereo unspecified) gave TbHK1 inh -3.9, p97 ATPase inh 6.3, EP2 antag 2.9, BaF3 parental -2.1, PPC-1+TRAIL kill -2.6, Ba/F3 V617F tox -0.3, RBBP9 inhibitor -10.6, NCF1 inh -0.2 and Furin inhibitor -18.0.
Screening Clc1ccc(Cn2c(CN3CCCC3)nc3ccccc32)cc1 returned TbHK1 inh 2.9, p97 ATPase inh -7.2, EP2 antag 7.3, BaF3 parental 8.2, PPC-1+TRAIL kill 35.4, Ba/F3 V617F tox 3.4, RBBP9 inhibitor -5.8, NCF1 inh 4.1 and Furin inhibitor -9.9.
`O=C1COc2ccc(C(=O)COC(=O)c3ccc4ccccc4n3)cc2N1` gave TbHK1 inh -3.6, p97 ATPase inh 4.5, EP2 antag 10.3, BaF3 parental 0.1, PPC-1+TRAIL kill 11.3, Ba/F3 V617F tox -1.2, RBBP9 inhibitor -9.6, NCF1 inh -2.0 and Furin inhibitor -32.5.
For O=CN1CCN(C(C(=O)NC2CCCC2)c2cc3c(cc2[N+](=O)[O-])OCO3)CC1 (stereo unspecified) the results were TbHK1 inh -3.9, p97 ATPase inh 1.3, EP2 antag 7.1, BaF3 parental 8.6, PPC-1+TRAIL kill 4.8, Ba/F3 V617F tox 1.6, RBBP9 inhibitor -0.2, NCF1 inh 0.6 and Furin inhibitor -21.1.
c1ccc(-c2ccc(OCCCNC3CCCC3)cc2)cc1 was read as TbHK1 inh 6.3, p97 ATPase inh 7.7, EP2 antag 0.8, BaF3 parental 3.7, PPC-1+TRAIL kill 24.8, Ba/F3 V617F tox 1.6, RBBP9 inhibitor 7.8, NCF1 inh -9.4 and Furin inhibitor 5.4.

This is a subset; count on the stated rates, not on these rows.
